Screening results deposited in PubChem BioAssay by National Center for Advancing Translational Sciences (NCATS).
D2 potentiator: D2 dopamine receptor (human) potentiation. potentiation, % at 10 µM. P14416. hit rate 0.34% among 340,000. HEK293 T-REx D2, calcium flux, EC20 dopamine potentiation;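 active = potentiation over 3 SD above the plate norm, cut at about 30% in these data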; also: 0% is about no effect
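Potentiation of an EC20 dopamine calcium response measured kinetically over 180 s, after a preceding 180 s compound-only read flagging agonists. Cells: inducible Hek293 Trex D2 line, 4000/well, cultured overnight at 30 C before dye loading.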
Glioma ERSR ind: inducers of ER stress response in human glioma cells. U87-MG GRP78 promoter luciferase reporter, 16 h. Potency, µM, inactives show at the top dose activation, actives largely listed as activators. hit rate 0.02% among 420,000; also: potency is read from the fitted curve at half-maximal effect; series mostly up to about 76 µM; % of control where 0% means no effect; nearly all actives have a fitted effect of over 35% in size
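Stably transfected U87-MG human glioma cells carrying a GRP78-based luminescent sensor were seeded at 1000 cells/well, pin-dosed with compounds and incubated 16 h. Luciferase reagent was then added, and end-point luminescence was read after 10 min at room temperature.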
LDHA inh: LDHA (human) enzyme inhibition. P00338. purified LDHA, NADH/diaphorase-resazurin fluorescence; hits give low values. activity change, % (values are at about 110 or 230 µM). hit rate 0.15% among 480,000. AID 1347041; in the data active = activity change below about -30%; inconclusive = mostly about -25% to -30%;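 also: plate controls were DMSO wells for no effect and wells without enzyme for full effect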
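Resorufin fluorescence (ex540/em590), read at 0 and 20 min after diaphorase/resazurin addition, reports the NADH left after a 5 min room-temperature reaction of 2 nM human LDH5 with 0.06 mM NADH and 0.2 mM pyruvate.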
D1 antag: antagonists of human D1 dopamine receptor; P21728; HEK293 TREx D1 cells, calcium flux, dopamine EC80; hits give low values; activity change, negative = inhibition, % at 10 µM; hit rate 3.2% among 360,000; in the data active = activity change below about -30%; also: % is scaled to controls: 0 for no effect and ±100 for the full control effect
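Antagonism measured as reduced calcium response to an EC80 dopamine addition following 180 s compound pre-read; cells were inducible HEK293 Trex D1 plated overnight at 30 C, read kinetically at 1 cycle/sec.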
D1 ag: agonists of human D1 dopamine receptor. P21728. HEK293 T-REx D1 cells, calcium flux, agonist mode. activation, % at 2 µM. hit rate 1% among 360,000. AID 504660; in the data active = activation above about 30%; also: 0% is about no effect
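Inducible HEK293 T-REx D1 cells, force-coupled to calcium signalling, were plated at 4000 cells/well with tetracycline and held overnight at 30 C. After no-wash calcium dye loading, compound-evoked calcium rise over 180 s flagged agonists.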
RXFP1 ag: activates the human relaxin receptor RXFP1 | Potency, µM (highest dose often 57.5 µM), inactives show top-dose activation, most hits filed as activators | hit rate 0.3% among 370,000 | AID 2676 | HEK293T-RXFP1 cAMP TR-FRET, 30 min; response scale: percent of porcine relaxin response, buffer zero | Q9HBX9; also: potency is read from the fitted curve at half-maximal effect; % is scaled to controls: 0 for no effect and ±100 for the full control effect; nearly all actives have a fitted effect of over 60% in size; many of its hits are not listed in these tables
Target sequence (Q9HBX9 whole entry, looked up): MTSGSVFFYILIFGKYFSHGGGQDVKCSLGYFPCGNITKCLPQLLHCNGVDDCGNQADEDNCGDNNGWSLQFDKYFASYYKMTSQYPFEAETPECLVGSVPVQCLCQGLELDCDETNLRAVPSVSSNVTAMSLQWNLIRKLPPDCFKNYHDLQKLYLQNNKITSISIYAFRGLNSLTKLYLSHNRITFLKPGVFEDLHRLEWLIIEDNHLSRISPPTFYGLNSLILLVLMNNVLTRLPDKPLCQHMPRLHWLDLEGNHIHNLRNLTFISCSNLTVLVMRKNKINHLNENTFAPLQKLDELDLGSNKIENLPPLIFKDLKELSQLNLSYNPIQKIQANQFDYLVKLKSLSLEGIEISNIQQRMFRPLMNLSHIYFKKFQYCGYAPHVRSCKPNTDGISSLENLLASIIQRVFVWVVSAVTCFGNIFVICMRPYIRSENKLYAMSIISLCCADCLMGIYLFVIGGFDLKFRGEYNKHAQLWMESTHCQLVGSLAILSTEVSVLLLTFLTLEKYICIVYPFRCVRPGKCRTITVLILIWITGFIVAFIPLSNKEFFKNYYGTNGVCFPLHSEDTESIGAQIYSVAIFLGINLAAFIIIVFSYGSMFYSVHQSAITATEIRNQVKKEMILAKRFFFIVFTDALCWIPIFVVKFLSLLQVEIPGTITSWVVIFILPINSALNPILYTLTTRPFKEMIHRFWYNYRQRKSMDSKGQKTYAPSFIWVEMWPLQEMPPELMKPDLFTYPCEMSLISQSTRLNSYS
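HEK293T cells stably expressing RXFP1 were pretreated with the PDE4 inhibitor Ro 20174, exposed to compounds for 30 min at 37C, lysed, and cAMP was read by TR-FRET. Data normalized to buffer (basal) and 29 nM porcine relaxin (100%).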
Vif-APOBEC3F blk: Vif-A3F binding inhibition; HeLa A3F-eYFP + Vif (tagged APOBEC3F with the HIV-1 protein that degrades it), YFP fluorescence increase; Potency, µM (highest dose often 46.1 µM), for the others: at the top dose activity, negative = active; hit rate 0.2% among 390,000; also: potency is read from the fitted curve at half-maximal effect; % of control where 0% means no effect; nearly all actives have a fitted effect of over 65% in size
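HeLa cells stably expressing Vif plus C-terminally eYFP-tagged A3F were seeded, incubated overnight at 37 deg C, dosed with compound, incubated overnight again at 37 deg C. Yellow fluorescence (Ex 488/Em 500-530) reported blocked Vif-mediated A3F-eYFP degradation.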
Vif-A3G inh: inhibitors of Vif-APOBEC3G interaction. Q9HC16. HeLa A3G-eYFP + Vif (tagged APOBEC3G with the HIV-1 protein that degrades it), YFP fluorescence, overnight. Potency, µM (series often up to 46.1 µM), for the others: at the top dose activity, negative = active, most hits filed as inhibitors. hit rate 0.076% among 410,000;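 also: potency is read from the fitted curve at half-maximal effect; % is scaled to controls: 0 for no effect and ±100 for the full control effect; nearly all actives have a fitted effect of over 60% in size; hits raise eYFP signal because A3G escapes Vif-driven loss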
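Read-out is eYFP fluorescence (Ex 488/Em 500-530) from Vif-expressing HeLa A3G-eYFP cells; more signal means A3G escaped Vif-mediated degradation. Cells plated overnight, compound pinned in, incubated overnight at 37 deg C.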
D1 potentiator: enhances dopamine response at the human D1 receptor. HEK293 TREx D1 cells, calcium flux, dopamine EC20 potentiation. potentiation, % at 10 µM. hit rate 0.036% among 360,000. AID 504651; in the data active = potentiation above about 30%; also: 0% is about no effect
* = called active by the depositor; ? = inconclusive; nt = no result given; & = joins results of further samples. Unless noted, calls follow the shape of the dose curve; as a rule, active = well fitted curve in the direction sought with a large enough effect; inconclusive = small, poorly fitted or top-dose-only effect, or another doubt; inactive = no such curve, though single readings can be large; an effect the other way counts as inactive or inconclusive.

Molecule,D1 potentiator,Vif-A3G inh,D1 ag,Vif-APOBEC3F blk,Glioma ERSR ind,D2 potentiator,LDHA inh,RXFP1 ag,D1 antag
Cc1cccc(N2CCN(C(=S)NC3CCCCC3)CC2)c1C,-4,0%,6,7%,-4%,-9,-11,-1.2%,-33*
O=C(O)C(O)c1ccco1 (stereo not given),-4,-1%,2,-4%,-7%,-11,-2,-0.1%,-16
CN1CCN(C(=O)CCc2nc(-c3ccc(Cl)cc3)no2)CC1,-5,4%,6,15%,1%,nt,-13,-0.3%,6
O=C(CSc1nc2ccccc2[nH]1)N=Nc1c(O)[nH]c2ccccc12,-2,1%,0,-32%,5%,-3,-3,-2.6%,-5
O=C1Nc2ccccc2N(O)N1c1ccc(S(=O)(=O)N2CCOCC2)cc1,0,2%,2,-11%,-1%,-5,-11,-0.1%,-12
O=c1[nH]c2ccccc2n1Cc1ccc(Cl)cc1,4,0%,2,5%,-3%,-3,-6,1.3%,10
Cc1ccccc1NC(=S)NCc1ccc2c(c1)cc(C)n2C,-2,?,-2,?,-2%,2,-7,-0.1%,-15
CSCCC(NS(=O)(=O)c1cccc(C(F)(F)F)c1)C(=O)N(C)Cc1ccc2c(c1)OCCO2 (stereo not given),0,-5%,4,-4%,-3%,10,-2,0.0%,24
CCn1c(SCC(=O)N2CCOCC2)nnc1-c1ccco1,-10,-3%,1,3%,-5%,nt,-4,-0.2%,7
CC1CN(C(=S)Nc2ccccc2)C(C)CN1C=O (stereo not given),nt,-1%,nt,-3%,0%,nt,-6,nt,nt
Cc1cccc(C(=O)N2CCCC(N3CCN(Cc4ccc5c(c4)OCO5)CC3)C2)n1 (stereo not given),9,1%,1,-5%,8%,-5,-3,-1.8%,2
COc1cccc(C(=O)Nc2ccc(NC(C)=O)cc2)c1,2,0%,3,-6%,2%,-7,-8,0.9%,-4
CCOC(=O)N1CCC(NC(=O)c2ccc(CS(=O)(=O)c3ccc(OC)cc3)o2)CC1,-10,2%,1,-2%,-1%,-2,-4,0.9%,-13
COc1ccc(CNc2c(CO)cnc3c2cnn3C)cc1,3,-1%,2,-1%,-4%,-5,-2,2.7%,-9
CC(OC(=O)c1cccs1)C(=O)NCc1ccco1 (stereo not given),1,1%,0,-5%,2%,4,-3,1.2%,-18
Cc1c(C(=O)N2CCOCC2)c(S(=O)(=O)Nc2cccc(Br)c2)c(C)n1C,0,0%,0,10%,-8%,4,-3,0.4%,-10
Cc1ccccc1OCC(=O)NC1CCCCCCC1,nt,1%,1,-14%,5%,1,-10,1.3%,-3
O=C(CSc1nnc(C2CC2)n1Cc1ccco1)NCC(F)(F)F,1,-1%,8,17%,-3%,1,0,3.5%,5
CCN(CC)c1nc(N)c(C#N)c(CC#N)c1C#N,nt,-19%,nt,-3%,-6%,nt,3,nt,nt
NC(N)=N/N=C/c1ccc(Br)cc1,-5,?,9,-12%,-6%,-5,3&-1,-1.9%,5
O=C(COc1ccc2ccccc2c1)N1CCNCC1,-5,0%,6,-7%,1%,nt,1,2.1%,7
CCCCN(C)CCCNC(=O)C1CC(=O)N(Cc2ccc(OC)cc2)C1 (stereo not given),-7,3%,1,6%,-3%,-12,-4,1.0%,-13
CC(C)CNC(=O)/C=C/C=C/CCCC/C=C/c1ccc2c(c1)OCO2,-1,-3%,6,-5%,0%,12,-6,-2.9%,23
CCCn1c(SCC(=O)Nc2cc(C)on2)nc2c1c(=O)n(C)c(=O)n2C,nt,-2%,nt,-4%,-3%,nt,-9,nt,nt
Cn1c(=O)n(Cc2ccccc2)c2ccccc21,2,0%,0,1%,-3%,nt,2,-2.4%,8
Cn1nc(C(=O)Nc2ccc(S(=O)(=O)NCc3ccco3)cc2)c2ccccc2c1=O,-1,0%,6,2%,3%,1,-2,0.7%,-8
Cc1ccc(S(=O)(=O)NCc2cccnc2)cc1C(=O)N1CCCC1,1,-1%,1,-13%,-3%,-2,-3,-0.2%,0
CCCS(=O)(=O)c1c(S(=O)(=O)CCC)c2cc(C(C)(C)C)ccn2c1C(=O)c1ccc(OC)c(OC)c1,-1,8%,22,-6%,1%,6,-2,1.7%,3
Cc1ccc(-c2noc(CCC(=O)Nc3ccc(C)cn3)n2)cc1,12,-6%,0,-2%,1%,nt,0,0.5%,4
Cc1cccc(Cn2nnc3c(=O)[nH]c(C4CCCN(C(=O)c5ccccc5Cl)C4)nc32)c1 (stereo not given),0,nt,0,nt,nt,-1,-5&-6,-1.3%,8
O=C(Cc1c(O)c2ccccc2[nH]c1=O)NCc1cccc(F)c1,3,2%,5,2%,-3%,6,-9,4.0%,-6
COc1cccc(NC(=O)C2CCN(S(C)(=O)=O)CC2)c1,3,-1%,1,-11%,0%,0,-18,0.3%,0
CCn1cc(C(=O)N2CCCC(N3CCN(c4cccc(C(F)(F)F)c4)CC3)C2)cn1 (stereo not given),0,4%,0,9%,-4%,-10,-6,2.8%,21
COc1cccc(-n2c(C)nc3c(cnn3-c3ccc(Cl)cc3)c2=O)c1,-1,0%,4,2%,-1%,2,-5,7.1%,-10
CCn1c(SCC(=O)NC2CCCC2)nnc1-c1cccnc1,-2,2%,1,-2%,-5%,3,-13,1.8%,9
N#Cc1cccnc1N1CCN(C(=O)c2ccccc2)CC1,-10,1%,2,-9%,-2%,-9,2,-0.5%,0
CN(CC(=O)Nc1ccc(Cl)c(C(F)(F)F)c1)C(=O)c1cccc(N2C(=O)CCC2=O)c1,nt,-3%,16,0%,-4%,3,0,-0.3%,-1
O=C(c1cc([N+](=O)[O-])cc([N+](=O)[O-])c1)N1CCOCC1,-5,-1%,1,-1%,-6%,nt,0,-2.2%,9
CC(=O)c1cccc(NS(=O)(=O)c2ccc(NC(=O)N3CCCCC3)cc2)c1,-7,-2%,3,3%,-4%,0,1,-0.6%,-6
CC1=NN(C(=O)Cc2ccccc2)C(O)(c2ccccc2)C1 (stereo not given),-8,-3%,-1,-1%,2%,3,1,4.5%,-6

Pulled by structure from the list above:
Molecule,D1 potentiator,Vif-A3G inh,D1 ag,Vif-APOBEC3F blk,Glioma ERSR ind,D2 potentiator,LDHA inh,RXFP1 ag,D1 antag
Cc1ccc(S(=O)(=O)NCc2cccnc2)cc1C(=O)N1CCCC1,1,-1%,1,-13%,-3%,-2,-3,-0.2%,0
Cn1nc(C(=O)Nc2ccc(S(=O)(=O)NCc3ccco3)cc2)c2ccccc2c1=O,-1,0%,6,2%,3%,1,-2,0.7%,-8

More results:
Molecule,D1 potentiator,Vif-A3G inh,D1 ag,Vif-APOBEC3F blk,Glioma ERSR ind,D2 potentiator,LDHA inh,RXFP1 ag,D1 antag
Cc1cc(NC(=O)c2ccco2)cc(-c2nc3cc(Cl)ccc3o2)c1O,-2,?,0,11µM*,?,-6,-11,11%,-10
CCCCCCCCCOC(=O)C(CC(=O)O)N1CCOCC1 (stereo not given),0,-4%,3,1%,-3%,16,3,-2.7%,-2
Cc1cc(-c2ccccc2C(=O)O)on1,-6,1%,5,-4%,nt,5,-2,-0.2%,-10
CCOC(=O)NC(=O)CSc1nc2ccc(OCC)cc2[nH]1,nt,2%,nt,nt,-4%,nt,-6,-1.6%,nt
CCOC(=O)C1(Cc2ccc(OC)cc2)CCN(C(=O)c2ccoc2C)CC1,10,-2%,1,3%,0%,14,0,0.0%,-1
CCN(CC)S(=O)(=O)c1ccc(C(=O)N2CCN=C2SC)cc1,0,2%,3,-5%,1%,2,-8,2.6%,-6
O=S(=O)(NCCc1ccccc1)c1ccc(Br)s1,1,2%,5,11%,1%,12,-3,-0.1%,3
CC(C)=CCCC(C)=CCN1C(=O)CN(C)C1=O,nt,-1%,nt,6%,-1%,nt,-2,nt,nt
CCOc1ccc(C(=O)NC2CCN(CC(=O)NCc3cccs3)CC2)cc1,-2,2%,2,-2%,0%,3,3,1.5%,1
Cc1noc(C)c1NC(=O)Nc1ccc2c(c1)C(=O)N([C@H](C)CO)C[C@H](C)[C@@H](CN(C)S(=O)(=O)c1cccs1)O2,nt,2%,nt,3%,-1%,nt,-3,nt,nt
CCOC(=O)/C(N=Nc1ccc(F)cc1)=C(/O)c1ccc([N+](=O)[O-])cc1,-4,1%,0,7%,-3%,-9,-1,2.3%,4
Cn1c(CN2CCN(C(=O)c3ccco3)CC2)nc2cc([N+](=O)[O-])ccc21,9,0%,4,6%,-2%,-3,6,0.0%,12
COc1ccc(S(=O)(=O)N2CCC(C(=O)NCc3cccs3)CC2)cc1,-4,1%,0,9%,-3%,-22,0,0.3%,-8
CCOC(=O)N1CCN(C(=O)CCN2C(=O)COc3ccc(C)cc32)CC1,-1,-1%,-1,-1%,-1%,4,-2,-0.9%,-17
CCc1sc(C(=O)NC)cc1Br,0,-4%,0,-3%,-3%,-8,-6,1.8%,4
CCN1CCN(C(=O)N2CCOCC2)CC1,-5,3%,0,-23%,-5%,-4,-9,0.7%,2
Cc1cnc(C(=O)Nc2ccc(N3CCOCC3)cc2)cn1,-4,-7%,2,1%,8%,-5,7,0.9%,-22
COCCCNC(=O)c1cc2c(=O)n(C)c3ccccc3c2n1C,nt,-23%,1,-8%,1%,10,1,1.5%,5
COCCCNC(=S)N1CCCN(c2nc3cc(C)c(C)cc3cc2C#N)CC1,-1,6%,0,6%,-2%,0,-3,-4.1%,7
CN(CCC#N)C(=O)c1cc2c(Cl)nc3ccccc3c2s1,-6,2%,0,-7%,-2%,nt,-6,30%,-12
CCc1noc(C)c1C(=O)Nc1cccc2ncccc12,-7,-2%,5,-6%,-2%,7,-9,-2.4%,5
COc1ccccc1CNC(=O)c1ccc(CN2CC(=O)N3CCCCC3C2=O)cc1 (stereo not given),0,5%,1,8%,-3%,-8,-5,0.3%,-1
COC(=O)C1=C(C)N(Cc2ccc(OC)cc2)C(=O)C1,-6,1%,5,-10%,-5%,nt,-5,-1.3%,-4

Some of the compounds tested. The share of hits here may be higher or lower than overall.
